Tb PYK inh = blocks Trypanosoma brucei pyruvate kinase. Q57TT1. TbPYK enzyme, Kinase-Glo Plus ATP luminescence, 45 min. Potency, µM (highest dose often 76.8 µM), for inactives: at the highest dose activity, negative = inhibition, hits mostly inhibitors. 0.12% of 410,000 active; active means well fitted inhibition curve with a large enough effect; inconclusive means small, poorly fitted or top-dose-only effect; further: nearly all actives have a fitted effect of over 50% in size
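Screened from lowest to highest concentration, compounds were pinned into TbPYK/substrate mixtures, and ADP (130 uM final) was added. Plates sat at room temperature for 45 min prior to Kinase-Glo Plus detection by luminescence.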
Starred values were filed as active, the others as inactive; u = inconclusive; [ ] = another dose, or the depositor's remark. On the % scale 0 is the no-effect control and ±100 the full control effect; potency means the concentration at half of the fitted maximal effect. This is a subset; rates above refer to the full screens.

The opening 19 entries (preview)
SMILES	Tb PYK inh
C[C@@H]1CN([C@@H](C)CO)C(=O)CCCn2nncc2CO[C@H]1CN(C)S(=O)(=O)c1cn(C)cn1	14%
COc1cc(NC(=O)Cn2nc(C(F)(F)F)c3c2CCCC3)c(OC)cc1Cl	-13%
CC12CCC(CC1O)C2C(=O)O (stereo unspecified)	-10%
CC(=O)N1CCC[C@@]2(CCN(Cc3nccs3)C2)C1	-3%
CCN(CCCNC(=O)CN1N=C(c2ccc(OC)cc2)CCC1=O)c1cccc(C)c1	0%
CC(C)NC(=O)C1Cc2c(-c3ccc4c(c3)OCO4)ccnc2O1 (stereo unspecified)	-6%
COc1ccccc1C1C=C(c2ccc(C(C)C)cc2)Nc2nnnn21 (stereo unspecified)	-6%
CCC1CN(C(=O)C2CCN(S(=O)(=O)c3c(C)noc3/C=C/c3ccc(C)cc3)CC2)c2cc(C)ccc2O1 (stereo unspecified)	-2%
COc1cc(Nc2ccn3nccc3n2)cc(OC)c1OC	0%
CCOC(=O)c1c(NC(=O)CSc2cn(CCNC(=O)c3ccc(OC)c(OC)c3)c3ccccc23)sc2c1CCC2	0%
CCOc1ccc(CNC(=O)c2nn(-c3ccc(OC)cc3)c(=O)c3c2c2ccccc2n3C)cc1	5%
COc1ccc(NS(=O)(=O)c2ccc(N3CCCCS3(=O)=O)cc2)cc1Cl	-5%
COc1cccc(-c2cc(NC(C)=O)c3ncc(-c4cccc(C(C)=O)c4)n3c2)c1	-15%
Cc1nn(-c2ccc(N3CCOCC3)nn2)c(C)c1CCC(=O)NCc1ccc(Cl)cc1	2%
Fc1ccccc1C1=NC(c2ccc(C(F)(F)F)cc2)=Nc2ccccc2N1	7%
CCSc1nnc2c(n1)OC(c1sccc1C)N(C(C)=O)c1ccccc1-2 (stereo unspecified)	-17%
Cc1ccc(CN2COc3ccc4c(C)cc(=O)oc4c3C2)cc1	-5%
O=C(C1COc2ccccc2O1)N(Cc1cccnc1)c1nc2c(F)cc(F)cc2s1 (stereo unspecified)	-1%[15.4 µM]
COc1ccccc1-c1csc(C(C)(O)c2ccccc2)n1 (stereo unspecified)	-4%

Main list, from the first entry:
SMILES	Tb PYK inh
C[C@@H]1CN([C@@H](C)CO)C(=O)CCCn2nncc2CO[C@H]1CN(C)S(=O)(=O)c1cn(C)cn1	14%
COc1cc(NC(=O)Cn2nc(C(F)(F)F)c3c2CCCC3)c(OC)cc1Cl	-13%
CC12CCC(CC1O)C2C(=O)O (stereo unspecified)	-10%
CC(=O)N1CCC[C@@]2(CCN(Cc3nccs3)C2)C1	-3%
CCN(CCCNC(=O)CN1N=C(c2ccc(OC)cc2)CCC1=O)c1cccc(C)c1	0%
CC(C)NC(=O)C1Cc2c(-c3ccc4c(c3)OCO4)ccnc2O1 (stereo unspecified)	-6%
COc1ccccc1C1C=C(c2ccc(C(C)C)cc2)Nc2nnnn21 (stereo unspecified)	-6%
CCC1CN(C(=O)C2CCN(S(=O)(=O)c3c(C)noc3/C=C/c3ccc(C)cc3)CC2)c2cc(C)ccc2O1 (stereo unspecified)	-2%
COc1cc(Nc2ccn3nccc3n2)cc(OC)c1OC	0%
CCOC(=O)c1c(NC(=O)CSc2cn(CCNC(=O)c3ccc(OC)c(OC)c3)c3ccccc23)sc2c1CCC2	0%
CCOc1ccc(CNC(=O)c2nn(-c3ccc(OC)cc3)c(=O)c3c2c2ccccc2n3C)cc1	5%
COc1ccc(NS(=O)(=O)c2ccc(N3CCCCS3(=O)=O)cc2)cc1Cl	-5%
COc1cccc(-c2cc(NC(C)=O)c3ncc(-c4cccc(C(C)=O)c4)n3c2)c1	-15%
Cc1nn(-c2ccc(N3CCOCC3)nn2)c(C)c1CCC(=O)NCc1ccc(Cl)cc1	2%
Fc1ccccc1C1=NC(c2ccc(C(F)(F)F)cc2)=Nc2ccccc2N1	7%
CCSc1nnc2c(n1)OC(c1sccc1C)N(C(C)=O)c1ccccc1-2 (stereo unspecified)	-17%
Cc1ccc(CN2COc3ccc4c(C)cc(=O)oc4c3C2)cc1	-5%
O=C(C1COc2ccccc2O1)N(Cc1cccnc1)c1nc2c(F)cc(F)cc2s1 (stereo unspecified)	-1%[15.4 µM]
COc1ccccc1-c1csc(C(C)(O)c2ccccc2)n1 (stereo unspecified)	-4%
CCCN(Cc1cccs1)C(=O)Nc1ccc(OCC)cc1	-3%
CCNC(=O)C1CCCN(C(=O)c2cccc(OC(F)(F)F)c2)CC1 (stereo unspecified)	-12%
Cc1ccc(C(=O)CSc2nc(-c3ccccc3)nc3c2CCCC3)c(C)c1	-2%
Cc1ccc2c(c1)sc1nncn12	2%
O=C(CSCn1nnc2c(=O)[nH]c(Cc3ccc(F)cc3)nc21)Nc1ccccc1	-1%
COc1ccc(-n2ccn(CC(=O)Nc3ccccc3C(F)(F)F)c(=O)c2=O)cc1OC	0%
CCOC(=O)CCCCCC(=O)Nc1ccc2c(c1)C(=O)N([C@@H](C)CO)C[C@@H](C)[C@H](CN(C)C(=O)c1ccncc1)OCCCC[C@H](C)O2	8%
CCc1ccccc1NC(=O)NCc1ccc2c(c1)CCN2C(=O)c1ccccc1	0%
CC1(CN2CCCC2)CCC(NC(=O)C(c2ccccc2)c2ccccc2)C(C)(C)O1 (stereo unspecified)	3%
CCc1ccc(NCc2cc3ccc(OC)cc3n(CC(=O)Nc3ccc(C(C)C)cc3)c2=O)cc1	2%
O=C(NCc1ccccc1F)C(=O)NCC(c1ccco1)S(=O)(=O)c1cccs1 (stereo unspecified)	0%
Cc1ccccc1Cn1nnc2c(=O)[nH]c(C3CCN(C(=O)c4ccccc4)CC3)nc21	4%
CCn1c2ccccc2c2nnc(N3CCN(c4cccc(C)c4C)CC3)nc21	2%
Cc1ccc(S(=O)(=O)N2C[C@H]3N(C(=O)OC(C)C)N(C(=O)OC(C)C)C[C@H](OC(=O)NCC4CCCCC4)[C@@]3(O)C2)cc1	-6%
ON=C1CCC2CCCCC2C1 (stereo unspecified)	-10%
Cn1c(NCc2ccccc2F)nc2cc(-c3ccccc3)sc2c1=O	-7%
CCOc1cc(OCC)cc(C(=O)N2CCC[C@@H]2C(=O)N2CCC[C@H]2C(=O)NCc2ccncc2)c1	4%
Cc1cccc(-c2noc(CN(C(C)C)S(=O)(=O)c3ccc(Br)cc3)n2)c1	2%
CCOC(=O)c1ccc(NC(=S)P(=O)(c2ccccc2)c2ccccc2)cc1	0%
Cc1nc2nc(NCc3cccc(Br)c3)[nH]n2c(=O)c1Cc1ccccc1	4%
CCCS(=O)(=O)NC(=O)C1(C)CCN(C(=O)Cc2ccc(F)cc2)C1 (stereo unspecified)	3%
Cc1cc(C)cc(N2C(=O)CSC23C(=O)N(Cc2c(F)cccc2Cl)c2ccccc23)c1 (stereo unspecified)	2%
Cc1ccc2oc(C(=O)Nc3ccc(S(=O)(=O)N4CCCC(C)C4)cc3)cc(=O)c2c1 (stereo unspecified)	-2%
COc1ccc(OC)c2sc(N3CCN(C(=O)C(C)(C)C)CC3)nc12	-4%
CCOC(=O)c1cccc(C2=C(CNC(C)=O)[C@H]3CC[C@@H](C2)N3Cc2ccccc2)c1	-4%
COc1ccc(CNC(=O)CN(c2ccc(C(C)C)cc2)S(=O)(=O)c2c(C)nn(C)c2C)cc1	-2%
CC1=C(C(=O)N(C)C)CC(CC(=O)NC2CCCCC2)C(=O)N1Cc1ccc(C(C)(C)C)cc1 (stereo unspecified)	0%
COc1cc(Nc2nc(SCc3ccccc3F)nc3ccccc23)cc(OC)c1	1%
CC(=O)c1cccc(NC(=O)Cn2c(=O)c(CNc3ccc(C)cc3)cc3cc4c(cc32)OCCO4)c1	-2%
Fc1ccc(Br)cc1C1C=C(c2ccc(Br)cc2)Nc2nnnn21 (stereo unspecified)	1%
O=c1c(S(=O)(=O)c2ccccc2)cn(Cc2ccc(F)cc2)c2cc(N3CCCCC3)c(F)cc12	-3%
COc1ccccc1NC(=O)N1CCN(c2nnc(C)c3c(C)n(-c4ccc(Cl)cc4)nc23)CC1	-9%
Cc1ccccc1Cn1c2ccccc2c2cnn(CC(=O)NC3CCCCCC3)c(=O)c21	3%
O=C(O)CCCO	3%[157 µM]
Cc1sc(N=Nc2ccc(N(C)C)cc2)[n+]([O-])c1C	-16%
CN(C)CCCNC(=O)c1cccc(-c2ccc3nccn3c2)c1	5%
CC(C)(C)c1ccc(S(=O)(=O)NC(=O)C2(C)CCN2C(=O)CC2CCCC2)cc1 (stereo unspecified)	2%
COc1cccc(C(=O)NCC(=O)OCc2cc(=O)n3nc(C)sc3n2)c1	-4%
Cc1ccc(C)c(N2CCN(S(=O)(=O)c3ccc4[nH]c5c(c4c3)CCCCC5)CC2)c1	-1%
Brc1ccc(-n2nc(-c3ccccc3)c3cnc4cc5c(cc4c32)OCO5)cc1	3%
CCOC(=O)Cn1c(=O)oc2cc(S(=O)(=O)N3CCN(c4ccc(F)cc4)CC3)ccc21	3%

(further entries)
SMILES	Tb PYK inh
C=CCN(CC=C)Cc1cc(=O)oc2cc(OC)ccc12	2%
CCOC(=O)c1c(C)n(-c2ccccc2)c2ccc(OC(=O)c3cccc(C)c3)cc12	-1%
Cc1ccc(Cc2nc3ccccc3nc2SCC(=O)N2CCCCC2C)cc1 (stereo unspecified)	-12%
COc1ccc(-n2c(C)c(C(C)=O)c3cc(OC(=O)c4ccc(C)cc4)ccc32)cc1	-4%
COc1ccccc1C(=O)c1cn(CC(=O)Nc2ccccc2F)c2nc(C)ccc2c1=O	3%
CCOc1ccc(CNC(=O)c2ccc3c(c2)N(Cc2ccccc2)CCS3)cc1	3%
CCOc1ccc(C(NC(=O)c2cc(OC)c(OC)c(OC)c2)c2cc(Cl)c3cccnc3c2O)cc1 (stereo unspecified)	0%
CCc1ccc(-c2cc(C)no2)cc1S(=O)(=O)Nc1cc(OC)c(OC)c(OC)c1	-2%[15.4 µM]
COc1ccc(OC)c(NC(=O)CN2C(=O)c3ccccc3Sc3ccc(C(=O)N4CCCC4)cc32)c1	1%
O=C(c1ccoc1)N1CCN(c2cc(-c3ccncc3)nc3cc(-c4cccc(Cl)c4)nn23)CC1	-5%
CC1CCC(NC(=O)Cn2ncc3c4ccccc4n(Cc4ccc(F)cc4)c3c2=O)CC1 (stereo unspecified)	-4%
CCCCNC(=O)C1(C)CCCCN1C(=O)c1cc(C)n(C(C)(C)C)n1 (stereo unspecified)	0%
CCOC(=O)c1cnc2cc(-c3ccc(OCC)cc3)nn2c1-c1ccccc1	1%
Cc1nc(-c2ccccc2)sc1CCNS(=O)(=O)c1ccc(Br)cc1	6%
Cc1ccc(Cl)cc1NC(=O)CN1C(=O)C(C)(C)c2cc(S(=O)(=O)N3CCCCC3)ccc21	0%
CN(C)c1ccc(CNC(=O)CCCN2C(=O)CCn3nc(-c4cn(C)c5ccccc45)cc32)cc1	2%
COc1cc(Nc2nn(-c3ccc(OC(F)(F)F)cc3)nc2C(C)=O)cc(OC)c1	1%
Cc1cc(C)cc(NS(=O)(=O)c2ccc3[nH]cc(C(=O)N(C)Cc4ccccc4)c(=O)c3c2)c1	2%
Clc1ccccc1CNCCc1c[nH]c2ccccc12	-9%
Cc1noc(C)c1C(=O)N1CCC2(CCCN(c3ccccc3)C2)CC1	-7%
CCOc1ccc(NC(=O)Cn2nnc(C(=O)NCCc3ccccc3)c2N)cc1	0%
COc1ccccc1NC(=O)Nc1nc(C(N)Cc2ccccc2)cs1 (stereo unspecified)	1%
CCC(C(=O)Nc1ccccc1C(=O)OC)n1c(C)c2cnn(-c3ccccc3)c(=O)c2c1C (stereo unspecified)	1%
Cc1cccc(NC(=O)c2cc(S(=O)(=O)N3CCN(c4ccccc4F)CC3)ccc2F)c1C	-9%
CCS(=O)(=O)c1ccccc1C(=O)N(Cc1cccnc1)c1nc2cc(C)c(C)cc2s1	4%
CCOc1ccc(CN2C(=O)c3ccccc3Sc3ccc(C(=O)NC)cc32)cc1	-6%
COc1ccc(Cn2c(C(=O)O)c(CNCCc3cccs3)c3ccc(OC)cc32)cc1	0%
CCOc1ccc(NC(=O)c2oc3ccccc3c2NC(=O)c2cc3ccccc3o2)cc1	-2%
Cc1oc(-c2ccc(Cl)cc2)nc1CN1C(=O)CN=C(c2ccccc2)c2ccccc21	0%
COc1ccc(-c2cc3nc(C)c(CCC(=O)NCCc4ccc(Cl)cc4)c(C)n3n2)c(OC)c1	-5%
Cn1nnnc1NN=Cc1ccccc1	-3%
CC1(C(=O)Nc2ccc(Cl)cc2)Cc2c(-c3ccc(C(N)=O)cc3)ccnc2O1 (stereo unspecified)	1%
CCN(c1cccc(C)c1)S(=O)(=O)c1ccc(N2CCCCS2(=O)=O)cc1	-10%
CCN1CCCC1CNC(=O)c1ccc2c(c1)NC(=O)/C(=C\c1ccccc1F)S2 (stereo unspecified)	-11%
CCOc1ccc(C2c3c(oc4ccc(C)cc4c3=O)C(=O)N2CCCN(C)C)cc1 (stereo unspecified)	-1%
Cc1ccc(C2CC(=O)n3nc(-c4ccc(F)cc4)nc3S2)cc1 (stereo unspecified)	-1%
CCOC(=O)c1sc2ccccc2c1S(=O)(=O)Nc1ccc(OC)c(Cl)c1	u
Cc1oc(-c2cccc(Cl)c2)nc1CN1CCC(C(=O)NCCCN2CCN(c3cccc(Cl)c3)CC2)CC1	2%
CCN(CC)C(=O)c1csc([C@H]2C[C@H](O)[C@@H](CO)O2)n1	2%
CCCCn1nnnc1C(C1CC1)N1CCN(C/C=C/c2ccccc2)CC1 (stereo unspecified)	5%
Cc1cccc(NC(=O)Cn2cc(C(=O)c3ccccc3)c3ccccc32)c1	5%
O=C(C1CCC1)N1CCc2cc(S(=O)(=O)N3CCN(c4ccccc4)CC3)ccc21	-3%
CCC/C=C/c1ccc(CN2C(CC(C)C)C(=O)N(Cc3cn(Cc4ccco4)nn3)CCS2(=O)=O)cc1 (stereo unspecified)	3%
COc1ccc(C)cc1NC(=O)N1CC(C)Sc2ccccc21 (stereo unspecified)	6%[15.4 µM]
Cc1ccc(-c2nonc2NC(=O)c2ccco2)cc1C	-5%

Compound activity deposited in PubChem by National Center for Advancing Translational Sciences (NCATS).
